# CXXC DNA block = blocks binding of human MLL CXXC domain to DNA; Potency, µM (titrated, usually from 115 µM), for the others: top-dose activity change, negative = inhibition, hits mostly inhibitors; actives 0.037% (n = 290,000); Q03164; MLL-CXXC / FITC-HOXA9 DNA fluorescence polarization; active = well fitted inhibition curve with a large enough effect in the polarisation, with a control signal flat, not every such curve was filed as active; inconclusive = small, poorly fitted or top-dose-only effect, or effect the other way, or a change in a side signal; inactive = no such curve, though single readings can be large or run the other way; the % refers to the polarisation; also: potency is read from the fitted curve at half-maximal effect
#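 Steps: dispense CXXC domain solution (7 uM) → pin compounds or unlabeled HOX-A9 DNA control → 5 min ambient → add FLSN-HOX-A9 solution (50 nM) → spin → 30 min ambient → fluorescence polarization. Tris pH 7.5/NaCl/DTT/BSA buffer.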
# S-ASM inh = inhibitors of human secretory acid sphingomyelinase | placental ASM, HMU-PC fluorogenic substrate, 60 min | Potency, µM (titrated, usually from 57.5 µM), without a hit: at the highest dose activity change, negative = inhibition, actives largely listed as inhibitors | actives 0.006% (n = 340,000) | AID 504937; also: potency is read from the fitted curve at half-maximal effect
# Target sequence (P17405 47-631 limits assumed): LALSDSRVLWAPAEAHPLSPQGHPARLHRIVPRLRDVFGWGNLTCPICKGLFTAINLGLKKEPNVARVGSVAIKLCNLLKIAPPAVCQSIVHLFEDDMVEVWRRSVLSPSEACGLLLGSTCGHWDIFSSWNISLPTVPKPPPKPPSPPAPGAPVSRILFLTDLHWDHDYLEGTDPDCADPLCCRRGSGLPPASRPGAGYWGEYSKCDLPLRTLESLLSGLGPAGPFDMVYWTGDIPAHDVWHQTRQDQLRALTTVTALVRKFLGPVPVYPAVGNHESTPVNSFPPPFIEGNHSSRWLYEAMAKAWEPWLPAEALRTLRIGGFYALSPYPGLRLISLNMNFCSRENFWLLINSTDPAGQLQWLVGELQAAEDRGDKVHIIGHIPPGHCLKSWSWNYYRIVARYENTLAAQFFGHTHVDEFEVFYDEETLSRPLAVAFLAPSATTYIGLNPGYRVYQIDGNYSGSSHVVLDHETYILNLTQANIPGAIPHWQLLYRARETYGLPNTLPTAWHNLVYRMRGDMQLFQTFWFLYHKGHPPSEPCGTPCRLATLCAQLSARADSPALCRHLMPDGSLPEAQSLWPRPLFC
#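 Human placenta-derived ASM preincubated with compound 10 min at room temperature, then reacted with 9 uM (final) fluorogenic HMU-PC substrate for 60 min at 37 C. Stop solution raises pH to 10; fluorescence read at Ex 386/Em 447 nm.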
# Mito fusion yeast = inhibitors of mitochondrial division or activators of mitochondrial fusion | S. cerevisiae fusion-defective mutant growth rescue, CellTiterGlo 48 h | Potency, µM (top dose mostly 46.1 µM), without a hit: at the highest dose growth rescue (activation), actives largely listed as activators | actives 0.23% (n = 320,000);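 also: potency is read from the fitted curve at half-maximal effect; % of control where 0% means no effect; nearly all actives have a fitted effect of over 45% in size; temperature-sensitive fusion mutants such as fzo1-1 at 37 °C on non-fermentable ethanol glycerol medium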
#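 S. cerevisiae fusion-defective temperature-sensitive mutants (e.g. fzo1-1, mgm1-5) grown 48 h at 37C in YPEG (ethanol/glycerol non-fermentable) medium with 23 nl compound per well; growth rescue read as CellTiterGlo luminescence.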
# AT treatment = potential ataxia-telangiectasia treatments restoring KAP-1 phosphorylation. […] A-T fibroblasts, KAP-1 phosphorylation AlphaLISA; neocarzinostatin DNA damage 30 min before lysis. Potency, µM (doses to about 57.5 µM), without a hit: at the top dose activation, usual class: activators. actives 0.19% (n = 320,000); also: potency is read from the fitted curve at half-maximal effect; % of control where 0% means no effect; nearly all actives have a fitted effect of over 45% in size
#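 ATM-like activity read as KAP-1 phosphorylation via AlphaLISA donor/acceptor antibody pairs after lysis and 6 hr at 25C. Cells were ATM-null patient fibroblasts ([…], hTERT), dosed 60 min, then exposed to the DSB inducer NCS for 30 min.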
# Menin-MLL TR inh = menin-MLL binding inhibition, Texas Red mutant peptide; Menin + Texas Red MLL mutant peptide, fluorescence polarization; O00255; actives 0.23% (n = 270,000); Potency, µM (doses to about 61.6 µM), inactives show at the highest dose FP activity change, negative = inhibition, actives largely listed as inhibitors; AID 1768; active = well fitted inhibition curve with a large enough effect in the polarisation, with a control signal flat, not every such curve was filed as active; inconclusive = small, poorly fitted or top-dose-only effect, or effect the other way, or a change in a side signal; inactive = no such curve, though single readings can be large or run the other way; the % refers to the polarisation; also: potency is read from the fitted curve at half-maximal effect; % of control where 0% means no effect; many of its hits are not listed in these tables
# a7 integrin act = integrin-mediated muscular dystrophy alleviation activation | alpha7betagal myoblasts, beta-gal FDG fluorescence, 48 h | Potency, µM (titrated, usually from 38.3 µM), for the others: top-dose activation, usual class: activators | actives 0.064% (n = 350,000);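 also: potency is read from the fitted curve at half-maximal effect; 100% = response of the positive control SU9516; nearly all actives have a fitted effect of over 60% in size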
#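 alpha7betagal+/- myoblasts (passage 13, 250/well) treated 48 h at 37C with compounds at 1:260 dilution of DMSO stock. Lysed, then beta-galactosidase activity read as FDG fluorescence (ex 480/em 540) after 30 min, with pre-read for autofluorescence.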
# TCR act = activates T cell receptor signaling | 330,000 tested, under 10 active | primary human leukocytes, anti-CD3, IL-2 HTRF, 48 h | Potency, µM (series often up to 9.22 µM), for the others: at the highest dose activation of IL-2 secretion, actives largely listed as activators; also: % of control where 0% means no effect
#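 Using a-CD3 beads without co-stimulation, primary human leukocytes were exposed to compounds for 48 hr. An HTRF IL-2 kit measured the cytokine, with europium-to-d2 energy transfer producing emission at 665nm upon 320nm excitation.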
# TSG101-PTAP inh = blocks PTAP/TSG101 interaction to inhibit HIV-1 budding | Q99816 | Fluorescence polarization, FITC-PTAP peptide / Tsg101 binding | Potency, µM (titrated, usually from 115 µM), for the others: at the highest dose activity change, negative = inhibition, usual class: inhibitors | 340,000 tested, under 10 active; active = well fitted inhibition curve with a large enough effect in the main read-out, with a control signal flat, not every such curve was filed as active; inconclusive = small, poorly fitted or top-dose-only effect, or effect the other way, or a change in a side signal; inactive = no such curve, though single readings can be large or run the other way; also: potency is read from the fitted curve at half-maximal effect; % of control where 0% means no effect
# Target sequence (Q99816 whole entry, looked up): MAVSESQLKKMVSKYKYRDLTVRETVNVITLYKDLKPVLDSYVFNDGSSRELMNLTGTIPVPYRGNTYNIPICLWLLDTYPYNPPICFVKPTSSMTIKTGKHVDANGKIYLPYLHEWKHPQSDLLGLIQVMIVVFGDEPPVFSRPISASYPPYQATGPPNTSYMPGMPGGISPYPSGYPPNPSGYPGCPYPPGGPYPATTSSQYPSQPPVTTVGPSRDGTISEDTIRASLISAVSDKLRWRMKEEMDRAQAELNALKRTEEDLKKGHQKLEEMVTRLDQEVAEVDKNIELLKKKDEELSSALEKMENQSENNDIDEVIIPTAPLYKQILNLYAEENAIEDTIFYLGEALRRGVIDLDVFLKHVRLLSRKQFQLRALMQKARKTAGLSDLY
#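 Fluorescence polarization binding of Tsg101 binding domain (10 uM final) to FITC-labeled PTAP peptide (50 nM final) in HEPES pH 7.5 buffer with NaCl, Tween 20, EDTA, TCEP. Compounds added before peptide; binding 20 min at RT.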
# MBNL1 CUG block = inhibitors of human MBNL1 binding to CUG repeat RNA; Q9NR56; TR-FRET MBNL1-His/biotin-(CUG)12 binding, 665/545 ratio; Potency, µM (series often up to 57.5 µM), for inactives: top-dose activity change, negative = inhibition, hits mostly inhibitors; actives 0.036% (n = 280,000); active = well fitted inhibition curve with a large enough effect in the signal ratio, with a control signal flat, not every such curve was filed as active; inconclusive = small, poorly fitted or top-dose-only effect, or effect the other way, or a change in a side signal; inactive = no such curve, though single readings can be large or run the other way; the % refers to the signal ratio; also: potency is read from the fitted curve at half-maximal effect; % is scaled to controls: 0 for no effect and ±100 for the full control effect
#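 MBNL1-His + Biotin-(CUG)12, cpd titration 92 nM–58 uM; Tb anti-His Ab 0.055 ng/ul, SA-XL665 5 nM (final); 60 min RT; ratiometric 665/545 nm, Ex 340 nm; normalized to buffer and full-complex controls.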
# TSHR antagonist = blocks TSH signaling through the human TSH receptor; TSHR-expressing cells, TSH-stimulated cAMP HTRF, 2 h; hits give low values; activity change, negative = inhibition, % at 11.5 µM; actives 0.2% (n = 330,000);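 active = activity change below a set negative limit, meaning inhibition stronger than a set level, cut at about -70% in these data; inconclusive = activity change between two set negative limits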; also: % is scaled to controls: 0 for no effect and ±100 for the full control effect
#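 TSHR-expressing cells were treated with compounds, then stimulated with TSH at EC80 (4nM final) for 2 hours at 37 deg C. Cellular cAMP was measured by HTRF competition between lysate cAMP and cAMP-d2 for a cryptate-labelled anti-cAMP antibody.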
# Active calls of the source: *; ? = inconclusive; . = no result given; & = joins results of further samples; [ ] = dose if it differs, or a comment. Unless noted, calls follow the shape of the dose curve; as a rule, active = well fitted curve in the direction sought with a large enough effect; inconclusive = small, poorly fitted or top-dose-only effect, or another doubt; inactive = no such curve, though single readings can be large; an effect the other way counts as inactive or inconclusive. Only part of the results is shown; the hit share may differ from the screen's.
SMILES,CXXC DNA block,S-ASM inh,Mito fusion yeast,AT treatment,Menin-MLL TR inh,a7 integrin act,TCR act,TSG101-PTAP inh,MBNL1 CUG block,TSHR antagonist
CCOc1ccc(C(=O)Nc2c3c(nn2-c2cccc(Cl)c2)CS(=O)C3)cc1 (stereo not drawn),-7%,0%,0%,-2%,8%,17%,6%[46.1 µM],-6%,-9%,-8
O=C(NNc1nc2ccccc2nc1C(F)(F)F)c1ccccc1,-4%,-2%,1%,3%,9%,0%,-6%,-1%,10%,-6
Cc1cc(C(=O)Nc2ccc(Nc3ccccc3)cc2)ccc1[N+](=O)[O-],-2%,-24%,1%,-6%,?,-2%,.,-4%,-7%,-32
Oc1ccc(Cl)c2cccnc12,-1%,3%,.,.,-1%&-2%,-32%,-2%,-5%,.,.
CSc1ccc(CN(C)C(=O)c2cc(=O)[nH]c3ccccc23)cc1,0%,-3%,7%,20%,1%,7%,3%,-1%,-3%,-8
O=S(=O)(c1ccc2oc(=S)[nH]c2c1)N1CCOCC1,.,3%,0%,-8%,.,-13%,8%,-3%,.,-4
O=C(NCSc1ccnc(SCNC(=O)c2ccc(F)cc2)n1)c1ccc(F)cc1,23%,-1%,2%,9%,-15%,12%,-5%,-6%,3%,5
O=C(O)CC(c1cccc2ccccc12)N1Cc2ccccc2C1=O (stereo not drawn),-4%,1%,-1%,-1%,25%,1%,-9%,-1%,1%,-7
COCCNC(=O)C(c1cccs1)N(C(=O)Cn1nnc2ccccc21)c1cccc(C(C)=O)c1 (stereo not drawn),12%,2%,15%,3%,-8%,-10%,-1%,1%,7%,15
Fc1cccc(Cl)c1-c1nnc2ccc(C(F)(F)F)cn12,3%,0%,1%,4%[11.5 µM],-10%,0%,-5%,-2%,-2%,-20

# The last 5 compounds of the part above are carried over, then new ones follow.
SMILES,CXXC DNA block,S-ASM inh,Mito fusion yeast,AT treatment,Menin-MLL TR inh,a7 integrin act,TCR act,TSG101-PTAP inh,MBNL1 CUG block,TSHR antagonist
O=S(=O)(c1ccc2oc(=S)[nH]c2c1)N1CCOCC1,.,3%,0%,-8%,.,-13%,8%,-3%,.,-4
O=C(NCSc1ccnc(SCNC(=O)c2ccc(F)cc2)n1)c1ccc(F)cc1,23%,-1%,2%,9%,-15%,12%,-5%,-6%,3%,5
O=C(O)CC(c1cccc2ccccc12)N1Cc2ccccc2C1=O (stereo not drawn),-4%,1%,-1%,-1%,25%,1%,-9%,-1%,1%,-7
COCCNC(=O)C(c1cccs1)N(C(=O)Cn1nnc2ccccc21)c1cccc(C(C)=O)c1 (stereo not drawn),12%,2%,15%,3%,-8%,-10%,-1%,1%,7%,15
Fc1cccc(Cl)c1-c1nnc2ccc(C(F)(F)F)cn12,3%,0%,1%,4%[11.5 µM],-10%,0%,-5%,-2%,-2%,-20
CCn1c(CNc2ccc(F)cc2)nnc1SCCN1CCCCC1,-1%,6%,-4%,16%,-3%,10%,3%,-9%,-4%,-6
O=C(Nc1nn(Cc2ccc(Cl)cc2)cc1Br)c1ccc(COc2ccccc2Cl)o1,10%,0%,8%,0%,.,6%,-1%,-1%,4%,-11
CC(C)c1cc(C(=O)Nc2cccc(Cl)c2)no1,-10%,0%,2%,2%,6%,28%[7.66 µM],7%,0%,-8%,-7
Cc1ccccc1C(=O)c1cccn1CC(=O)NCc1cccc(Cl)c1,3%,-1%,7%,11%,?,-11%,5%,-6%,12%,54
COc1ccc2oc(C(=O)OCC(=O)N3CCCCC3C)c(C)c2c1 (stereo not drawn),.,3%,.,8%,.,17%,7%,-2%,.,-2
CCOc1cccc(Oc2ncccc2C(=O)/C(C#N)=C/N(C)C)c1,4%,2%,1%,1%,-14%,-5%,-3%,0%,1%,10
Cc1ccc2c(c1)N(CC(=O)N1CCN(c3nc4ccccc4s3)CC1)C(=O)C(C)O2 (stereo not drawn),8%,-1%,10%,-2%,-15%,-14%,-3%,0%,1%,14
Cc1cccc[n+]1CC(=O)/C=C1\N(C)c2ccccc2C1(C)C,23%,-1%,0%,-2%,?,-41%,-4%,1%,-19%,10
CC(=O)C(C)Oc1ccc2c3c(c(=O)oc2c1C)CCCC3 (stereo not drawn),-13%,25%,1%,5%,1%,4%,.,-4%,0%,-14
C/C(=N\O)c1ccc(Cl)c(Cl)c1,-1%,0%,-1%,3%,.,17%,-4%,1%,2%,1
CCc1cc2c(COC(=O)c3cccc(S(C)(=O)=O)c3)cc(=O)oc2cc1O,18%,306%[activator],-2%,2%,.,-16%,-4%,-3%,13%,1
COc1ccc(CCC(=O)NCc2ccccc2Cl)cc1OC,?,4%,5%,-10%,-2%,-3%,1%,-2%,-3%,3
COCC1CCCN(C(=O)c2ccc3oc(CCCc4ccccc4)nc3c2)C1 (stereo not drawn),4%,1%,0%,6%,.,16%,1%,-6%,0%,0
COc1cccc(NC(=O)c2oc3ccccc3c2NC(=O)c2ccc3c(c2)OCO3)c1,21%,-12%,2%,6%,?,?,-6%,-3%,-1%,-10
COc1cc2c(cc1OC)C(C)N(S(=O)(=O)c1cnc(Cl)c(Cl)c1)CC2 (stereo not drawn),6%,2%,-7%,-3%,.,0%,-16%,-1%,-11%,-29
CN1CCN(S(=O)(=O)c2ccc(-c3ccccc3)cc2)CC1,-1%,3%,-1%,-5%,10%,12%[7.66 µM],.,-5%,-7%,5
O=C(O)C1C2C=CC(C2)C1C(=O)NCc1ccoc1 (stereo not drawn),13%,-3%,-4%,8%,-3%,2%,-13%,-3%,3%,-2
COc1ccc(C(=O)COC(=O)Cc2c[nH]c3ccccc23)c(OC)c1,.,-9%,12%,3%,.,-28%,3%,-2%,.,-7
N#Cc1cc(C(=O)c2cc(Br)ccc2O)cn(C2CC2)c1=O,7%,4%,24%,1%,-1%,-22%,1%,-1%,11%,4
CCOc1ccc(NC(=O)Nc2nnc(CC)s2)cc1,12%,-3%,2%,.,2%,8%,-18%,0%,3%,21
Cc1cccc(-c2nc(CC(=O)Nc3cccc(S(=O)(=O)NC4=NCCC4)c3)cs2)c1,.,-5%,-4%,1%,.,18%,-6%,-10%,.,-4
COc1cc(NC(=O)Cc2ccc(S(=O)(=O)N3CCOCC3)s2)c(OC)cc1Cl,.,2%,3%,-4%,.,6%,6%,0%,.,-7
COc1ccccc1CNC(=O)c1c(O)c2cc(OC)c(OC)cc2[nH]c1=O,-3%,-1%,0%,9%,9%,16%,3%,-5%,2%,-8
Cc1cc(C(=O)N(C)CC(=O)Nc2ccc(F)c(F)c2F)no1,-1%,1%,1%,5%,.,3%,-3%,-3%,-10%,4
Cc1ccc(/C=C2\SC(=S)N(CCC(=O)NNC(=O)c3ccncc3)C2=O)cc1,-4%,-4%,-4%,0%,.,?,4%,1%,1%,30
CCCCN(C(=O)C1CCCC1)C1CCS(=O)(=O)C1 (stereo not drawn),.,3%,5%,4%,.,21%,-3%,-1%,.,0
CC(C)(C)c1ccc(C(=O)NNC(=O)c2cccc(-n3cnnn3)c2)cc1,-3%,-1%,0%,-3%,.,0%,-1%,-2%,-17%,-8
CCC/C(=C1/c2ccccc2C(=O)N1c1ccccc1)c1cnc(OC)nc1,.,-1%,.,6%,.,33%,2%,.,.,14
CCOc1ccc(/C=C(/NC(=O)c2ccccc2)C(=O)NCCC(=O)O)cc1,-9%,0%,-4%,1%,-18%,-2%,3%,1%,23%,4
CCOc1ccc(S(=O)(=O)N2CCCC(C(=O)NCc3ccncc3)C2)cc1C (stereo not drawn),8%,-1%,0%,-6%,9%,9%,2%,-1%,-8%,21
C=CCc1c(C)nc(N)[nH]c1=O,4%,-3%,-4%,-5%,-7%,2%,-10%[46.1 µM],-7%,-5%,9
